# Bioassay records from PubChem BioAssay.
# Hck-Nef inh = human Hck-Nef kinase inhibition; Recombinant Hck-YEEI plus Nef, Z-Lyte FRET kinase assay; inhibition, % at 20 µM; 220,000 compounds, 0.68% hits; AID 463187;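 active means Hck-Nef kinase inhibition above about 50%, limit read from the data; inactive means inhibition below that limit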;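 further: 0% = DMSO with Hck plus Nef and 100% = Hck alone without Nef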
# Runt-CBFb FRET = inhibitors of human RUNX1 Runt domain binding to CBFb | Q01196+Q13951 | 220,000 compounds, 0.46% hits | inhibition, % at 20 µM | Cerulean-Runt/Venus-CBFb FRET ratio 530/480, 1 h;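 active means inhibition over about 50% at 20 µM in the single-dose screen, limit read from the data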;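 further: 0% = DMSO wells and 100% = excess unlabeled CBFb competitor control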
# Target sequence (Q01196 whole entry, looked up, the tested form may be a part): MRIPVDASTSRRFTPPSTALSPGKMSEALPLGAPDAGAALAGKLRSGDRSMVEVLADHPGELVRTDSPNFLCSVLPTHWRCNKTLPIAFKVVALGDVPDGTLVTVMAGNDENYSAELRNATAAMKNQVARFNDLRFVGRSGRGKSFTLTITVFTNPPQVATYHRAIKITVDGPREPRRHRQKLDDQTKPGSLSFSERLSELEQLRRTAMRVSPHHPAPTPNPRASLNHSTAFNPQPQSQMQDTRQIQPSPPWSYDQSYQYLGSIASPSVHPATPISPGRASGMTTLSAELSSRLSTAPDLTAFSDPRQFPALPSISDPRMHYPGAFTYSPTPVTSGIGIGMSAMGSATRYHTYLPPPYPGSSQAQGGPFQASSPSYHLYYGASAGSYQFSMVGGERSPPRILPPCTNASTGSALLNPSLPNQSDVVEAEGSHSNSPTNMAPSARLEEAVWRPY
# Target sequence (Q13951 whole entry, looked up, the tested form may be a part): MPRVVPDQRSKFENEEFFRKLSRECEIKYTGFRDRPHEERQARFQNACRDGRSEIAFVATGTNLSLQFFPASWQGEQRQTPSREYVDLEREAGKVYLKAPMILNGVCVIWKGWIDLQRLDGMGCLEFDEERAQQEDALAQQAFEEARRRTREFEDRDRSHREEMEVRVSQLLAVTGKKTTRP
#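 Measured by: fluorescence energy transfer, 422 nm excitation, 530/480 nm emission; test system: Cerulean-tagged RUNX1 Runt domain (FRET donor) fusion protein; buffer or medium: Tris pH 7.5 buffer with BSA; compound: one dose, 20 µM compound, 1% DMSO; times: two 1 h room-temperature incubations shielded from light; benchmarks: unlabeled CBFb 5 µM, positive control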
# PERK inhibitor = human PERK inhibition, primary cell-based screen; CHO PERK-DD fusion, SEAP luminescence translation reporter; 220,000 compounds, 0.17% hits; inhibition, % at 5.6 µM; AID 1416;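 active means inhibition above the mean inhibition of all tested compounds plus 3 SD, set separately per screening campaign, cut at about 2.9% in these data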;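 further: PERK kinase domain activated by AP20187 dimerizer at 100 nM; 0% = DMSO with dimerizer and 100% = rapamycin at 8.4 µM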
# RBBP9 inh = blocks human serine hydrolase RBBP9 | O75884 | recombinant RBBP9, FP-Rh probe fluorescence polarization | inhibition, % at 7.94 µM | 220,000 compounds, 0.2% hits;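 active means inhibition above the campaign mean of all tested compounds plus 3 SD, cut at about 14% in these data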;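 further: plate controls were DMSO wells with RBBP9 for no effect and wells lacking RBBP9 protein for full effect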
# Target sequence (O75884 whole entry, looked up): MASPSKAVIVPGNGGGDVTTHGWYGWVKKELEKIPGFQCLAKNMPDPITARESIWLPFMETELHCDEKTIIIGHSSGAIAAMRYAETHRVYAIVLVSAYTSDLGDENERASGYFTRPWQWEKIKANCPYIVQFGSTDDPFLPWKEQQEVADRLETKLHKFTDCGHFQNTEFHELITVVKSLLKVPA
#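 Test system: recombinant human RBBP9; Timing: 30 min then 45 min, 25 °C; Detection: fluorescence polarization; Control set: RBBP9 with DMSO as uninhibited control, no-protein wells as full inhibition; Compound dosing: one concentration, 7.94 µM nominal, 0.794% DMSO; Probe or stimulus: FP-Rh activity-based probe, 375 nM before mixing.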
# Runt-SMMHC FRET = blocks binding of human RUNX1 Runt domain to CBFb-SMMHC. inhibition, % at 20 µM. Cerulean-Runt/Venus-CBFb-SMMHC FRET ratio 530/480, 1 h. 220,000 compounds, 0.74% hits. Q01196+Q13951;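 active means mean inhibition across duplicate retests at 20 µM reaching about 50%, limit read from the data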;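 further: 0% = DMSO wells and 100% = wells with excess untagged CBFb-SMMHC; inhibitors lower the FRET ratio by blocking Runt binding to CBFb-SMMHC; some results filed as inactive read as strong as hits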
# TNF necrop inh = inhibitors of TNF-alpha induced necroptosis in Jurkat FADD-/- cells; Jurkat FADD-/- TNF necroptosis rescue, ATP luminescence, 24 h; 0 = TNF only, 100 = no-TNF cells; activation (protection from cell death), % at 10 µM; 220,000 compounds, 0.068% hits; AID 463075;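 active means activation, meaning protection from cell death, of at least 50% relative to plate controls; inactive means activation below 50%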;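 further: necroptosis triggered by 40 ng/mL TNF-alpha added together with compound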
# EP2 modulator = modulates human prostaglandin E2 receptor EP2 signaling; EP2-expressing cells, cAMP HTRF FRET, PGE2 co-stimulation; 260,000 compounds, 0.83% hits; P43116; induction, % at 25 µM;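 active means compounds whose cAMP rise, as percent of the full-agonist control response, exceeds 60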;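 further: rat C6 glioma line stably carrying human EP2 under a CMV promoter; the protocol text gives 20 µM as final concentration; 100% = response of wells given 1 µM PGE2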
# PGE2 EP2 inh = blocks the human prostaglandin E2 receptor EP2 | C6 glioma cells expressing human EP2, cAMP TR-FRET; cells stimulated with saturating PGE2 | P43116 | 260,000 compounds, 0.52% hits | inhibition, % at 25 µM;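 active means percent inhibition above 40 after rounding to a whole number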;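 further: rat C6 glioma host cells with rolipram phosphodiesterase inhibitor present; the protocol text gives 20 µM as final concentration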
# zVAD death inh = L929 zVAD cell death inhibition; L929 zVAD necroptosis rescue, ATP luminescence, 24 h; with zVAD 60 µM; viability rescue, % at 10 µM; 220,000 compounds, 0.38% hits;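 active means activation, scaled between plate controls, above about 75%, limit read from the data; inactive means activation under that limit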;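 further: 0% = zVAD with DMSO and 100% = DMSO alone without zVAD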
# * = called active by the depositor; x = not tested or not shown; & = joins results of further samples. Only part of the results is shown; the hit share may differ from the screen's.
# Each structure is followed by: Hck-Nef inh	Runt-CBFb FRET	PERK inhibitor	RBBP9 inh	Runt-SMMHC FRET	TNF necrop inh	EP2 modulator	PGE2 EP2 inh	zVAD death inh
[1] CS(=O)(=O)N(Cc1ccc(C(=O)NN=C2CCCCCC2)cc1)c1ccccc1
  2	0	-0.4	2	4	0.2	4	15	-0.6
[2] CC(O)CNc1cnccn1 (stereo not drawn)
  19	1	-0.8	4	0	-0.2	8	8	0.8
[3] Clc1ccccc1C(c1ccccc1)(c1ccccc1)n1ccnc1
  26	0	0.1	-3	0	-3.4	22&43&38	10&8&8&10	2.5
[4] CN(NC1CC(=O)N(c2ccccc2)C1=O)c1ccccc1 (stereo not drawn)
  3	3	0.7	-6	2	2.4	12	4	0.4
[5] CCOC(=O)c1csc(NC(C)=O)n1
  20	0	0.3	0	5	-0.5	-3	4	-1.0
[6] Cc1cc(C)n(C2CC(=O)N(c3ccc(Cl)c(Cl)c3)C2=O)n1 (stereo not drawn)
  -1	2	0.4	-8	2	1.8	-3	2	0.4
[7] COc1cccc(Nc2ccc(-n3ccnc3)nn2)c1
  14	0	1.2	-1	-1	0.3	-9	4	1.3
[8] Cc1ccc(SCc2cc(=O)[nH]c(N3CCOCC3)n2)cc1
  -1	-1	0.7	-11	5	-0.6	-8	8	2.2
[9] O=c1cc(CSc2ccccn2)c2ccccc2[nH]1
  16	0	-0.1	-4	1	-1.8	8	22	-1.4
[10] CC1CCCCC1NC(=O)COC(=O)c1ccccn1 (stereo not drawn)
  -1	-1	0.5	-6	5	-0.8	6	11	0.2
[11] CCCCOc1ccccc1-c1cc(C(=O)O)[nH]n1
  2	2	-0.2	0	-4	0.2	12	12	0.1
[12] CCSC1=C(C#N)C2(CCCC2)C(C#N)=C(N)N1
  3	2	-0.7	4	-2	-1.8	-33	10	-0.1
[13] CC1=C(C(=O)Nc2ccc(C)cc2)C(c2ccc(N(C)C)cc2)NC(=O)N1 (stereo not drawn)
  4	0	1.1	-1	4	-1.2	11	4	-0.1
[14] COc1ccc(/C=N/NC(=O)c2ccc(=O)n(C)c2)cc1OC
  22	1	0.2	0	-1	-1.7	-1	12	9.4
[15] S=C1SCN(CC2CC2)CN1CC1CC1
  15	15	1.3	-7	4	-23	6	7	-2.1
[16] O=S(=O)(NCc1ccccn1)c1ccc(Cl)s1
  -2	0	1.6	4	6	0.6	17	7	0.0
[17] COc1ccccc1Oc1ccc2c(c1)C(=O)N(c1ccc(O)cc1)C2=O
  1	0	-0.9	-10	-4	1.5	8	14	0.6
[18] CCOC(=O)c1c(-c2ccccc2)n(C)c2ccc(O)cc12
  0	1	-1.2	-4	2	-1.8	22	9	0.0
[19] CSC1=C(C#N)C(c2ccccc2C)C(C#N)=C(N)N1 (stereo not drawn)
  -3	0	0.8	-8	0	-7.9	-25	5	-0.6
[20] Cc1cc(N2CCN(C)CC2)ccc1NC(=O)c1cccc(S(=O)(=O)N2CCc3ccccc3C2)c1
  -6	-2	-0.7	-8	0	-14	-62	5	52
[21] CC(=O)N1CCc2cc(S(=O)(=O)N3CCc4ccccc4C3)ccc21
  2	-1	-0.1	-7	-6	-3.4	-3	9	-0.3
[22] O=C1C2Sc3[nH]c(=O)sc3C(c3ccccc3)C2C(=O)N1c1ccc(Cl)cc1 (stereo not drawn)
  0	4	-0.2	-1	-4	-0.4	-6	10	-0.1
[23] Cn1c(CNc2ccccc2)nc2ccccc21
  -1	-1	-0.3	-4	-7	6.8	-10	10	1.8
[24] CC(=O)c1ccc(OCC(O)CN2C(C)CCCC2C)cc1 (stereo not drawn)
  3	3	1.3	-1	6	0.9	-1	9	0.3
[25] O=C(CN1CCCC1)Nc1ccc2c(c1)CCC2
  22	1	0.1	-3	-5	1.3	14	4	3.2
[26] O=c1c2ccccc2nc(-c2ccccc2)n1/N=C/c1ccc([N+](=O)[O-])cc1
  0	-4	-0.4	-7	-9	-0.2	14	5	0.3
[27] O=C(COc1ncnc2cc([N+](=O)[O-])ccc12)NCc1ccc2c(c1)OCO2
  12	2	0.3	0	0	0.5	-75	11	-0.1
[28] CCC1C(=O)N=C(SCC(=O)Nc2ccc(Br)cn2)NC1=O (stereo not drawn)
  10	3	-0.3	-7	0	-0.5	21	9	-1.6
[29] Cc1nc(SCc2ccccc2)c(C(F)(F)F)c(=O)[nH]1
  -1	-2	-1.5	-5	2	-1.0	34	6	-0.6
[30] CCOC(=O)C1=C(N)OC2=C(C(=O)CC(C)(C)C2)C1c1cccs1 (stereo not drawn)
  8	3	0.7	-9	4	-1.4	50	12	0.1
[31] COc1ccccc1OCc1ccc(C(=O)NCC(C)C)o1
  -3	-1	1.7	1	1	0.3	3	2	0.1
[32] CSCCC(NC(=O)c1ccoc1C)C(=O)O (stereo not drawn)
  5	-3	1.3	-5	-2	0.1	18	10	0.6
[33] COc1ccccc1N(CC(=O)NC(C)(C)C)C(=O)Cn1nnc(-c2ccc(C)o2)n1
  -1	-3	-1.1	-5	-5	-1.3	14&35	4&2	0.4
[34] CC1(C)CC(=O)C(/C=N/n2cnc3ccccc3c2=O)=C(O)C1
  -1	1	-0.1	2	4	0.0	-4	5	0.6
[35] Nc1ccc2nc(CCCCCCCCc3nc4ccc(N)cc4[nH]3)[nH]c2c1
  20	-1	0.9	-8	-3	2.3	15	5	3.4
[36] O=S(=O)(NC1CCCCCCC1)c1cccs1
  -1	-3	0.1	-11	-10	-2.1	23	6	-0.1
[37] CC1(C)CC(=O)c2cc(OCC(=O)O)ccc2O1
  2	2	-0.1	-3	4	-0.7	20	5	-0.4
[38] CCc1c(C)c2c(C)[nH]nc2oc1=O
  4	1	1.2	-6	0	-0.7	16	2	-0.2
[39] CCC(CC)C(=O)NCc1ccc2c(c1)cc(C)n2C
  2	-4	-0.3	-3	-5	-2.3	-11	4	2.5
[40] O=C(Nc1ccc(F)cc1)Nc1ccc(N2CCCC2)c(S(=O)(=O)Nc2ccccc2Cl)c1
  2	0	-0.3	-19	-1	2.0	-24	11	76*
[41] COc1cc(C2NC(=O)NC(O)(C(F)(F)F)C2C(C)=O)cc(OC)c1OC (stereo not drawn)
  -1	-1	0.8	-3	1	-0.2	17	x	-0.1
[42] COc1cccc(-c2nnn(CC(=O)Nc3ccc(C)cc3C)n2)c1OC
  -1	-2	0.9	-5	-65	1.1	11	6	9.1
[43] O=C(Nc1ccc(NC(=O)c2ccco2)cc1)c1ccc2c(c1)OCCO2
  -11	-2	0.5	-11	-1	0.2	-41	9	24
[44] Cc1cc(C(=O)Nc2sc3c(c2C#N)CCC3)no1
  9	3	0.0	4	-4	-6.2	-20	11	-1.6
[45] Cc1ccc(C(=O)Nc2ccccc2C(=O)NCc2ccco2)cc1S(=O)(=O)N1CCCCC1
  0	-6	-1.9	-24	-2	-1.8	10	7	0.1
[46] CCOC(=O)Cn1c(N2CCOCC2)nc2c1c(=O)[nH]c(=O)n2C
  1	0	0.8	-5	-5	-1.4	4	11	0.0
[47] C/C(=C\c1ccccc1)C(=O)c1c(C)cc(C)[nH]c1=O
  9	-2	0.6	-6	4	0.0	-3	7	0.1
[48] CC1CCN(C(=O)Cn2cnc3c(cnn3C(C)(C)C)c2=O)CC1
  20	2	-0.3	-1	-2	0.5	25	3	-1.1
[49] CCOC(=O)c1ccc(NC(=S)N(CCCN2CCCC2)Cc2ccco2)cc1
  6	-2	-0.3	-3	0	1.4	13	3	-0.2
[50] CCc1ccc(C2=C/C(=C/c3cccnc3)C(=O)O2)cc1
  4	14	1.3	1	23	-0.7	-48	8	0.7

# (listing goes on)
# Each structure is followed by: Hck-Nef inh	Runt-CBFb FRET	PERK inhibitor	RBBP9 inh	Runt-SMMHC FRET	TNF necrop inh	EP2 modulator	PGE2 EP2 inh	zVAD death inh
[51] CCS(=O)(=O)c1ccc(O)c(NC(=O)Nc2ccc(C(C)(C)C)cc2)c1
  26	1	-0.1	-8	2	-6.6	-30	5	-0.2
[52] Cc1cccc(N2CN=C3SCC(=O)N3C2)c1
  3	0	0.1	-5	-2	0.9	-24	8	-0.5
[53] Oc1ccc2ccc3[nH]cnc3c2c1
  24	0	1.0	-1	-6	3.9	-30	10	5.9
[54] Cc1ccc(-n2c(SCc3ccc(C(=O)O)cc3)nnc2-c2ccncc2)cc1
  -11	-1	1.7	-6	0	2.0	23	4	2.4
[55] CCOC(=O)c1ccc2c(c1)nc(COc1ccc3ccccc3c1)n2CC
  4	0	-2.4	-10	4	2.1	49	2	0.6
[56] COC(=O)c1ccccc1NC(=O)N1c2ccccc2Sc2ccccc21
  -3	4	-0.5	-11	4	0.2	30	8	0.6
[57] CSc1ccc(CNC(C)(C)CO)cc1
  13	2	1.0	-2	-7	1.4	4	10	-0.3
[58] Cc1ccc(N2C(=O)C3C4C=CC(CNC(=S)N5CCN(c6cccc(C)c6)C(C)C5)(O4)C3C2=O)cc1 (stereo not drawn)
  -3	28	1.7	-3	25	-1.3	-1	6	1.0
[59] CCCCCC(=O)c1c(C)[nH]c(C(=O)OCC)c1C
  -12	-6	0.1	-6	-7	-0.9	25	4	x
[60] O=C(O)c1ccccc1C(=O)NNc1cccc(Cl)n1
  7	1	0.4	-3	4	0.7	-3	9	0.0
[61] COc1cc(/C=C2/NC(=O)NC2=O)cc(Br)c1OCc1ccc(C(=O)O)cc1
  12	-1	-0.5	-5	3	0.0	37	6	1.1
[62] CCOC(=O)N1CCN(C(=O)Cn2ccc3ccccc3c2=O)CC1
  2	2	1.9	-1	-1	0.2	9	23	-0.6
[63] O=C(CN1C(=O)c2ccccc2C1=O)N1CCN(C(=O)c2ccco2)CC1
  -1	2	0.0	-1	1	0.7	6	8	-0.9
[64] O=C(/C=C/c1ccccc1)NC(=S)Nc1ccc(N2CCOCC2)c(Cl)c1
  0	-1	1.5	0	0	0.5	-28	x	-0.2
[65] COc1ccc(-c2cc(C(=O)N3CC4(C)CC3CC(C)(C)C4)no2)cc1OC (stereo not drawn)
  2	-6	-0.8	-3	-2	-5.5	-5	5	0.0
[66] CNC(=S)N1CCN=C1Nc1nc(C)cc(C)n1
  6	0	0.3	5	0	-1.3	9	10	7.6
[67] CC(/C=N/NC(=O)c1ccncc1)=C\c1ccccc1
  0	-1	0.5	11	-8	-5.0	-3	11	0.1
[68] O=C(CC1SC(=Nc2ccccc2)N(CCCCO)C1=O)NCc1ccccc1 (stereo not drawn)
  -1	0	-0.2	6	1	-0.6	3	18	1.1
[69] CC(=Nc1ccccc1)C1=C(O)CCCC1=O
  -2	2	-0.4	-4	4	0.7	13	3	0.1
[70] O=C(OCC(=O)N1CCOCC1)C(c1ccccc1)c1ccccc1
  2	-2	0.2	-2	2	0.4	30	6	-0.3
[71] O=C(Oc1ccc2c(=O)c(Oc3ccc4ccccc4c3)coc2c1)c1ccco1
  -1	-3	-0.4	0	1	-1.4	-41	10	0.1
